High-throughput results as filed in PubChem BioAssay.
TDP1 cell noCPT – qHTS for Inhibitors of human tyrosyl-DNA phosphodiesterase 1 (TDP1): qHTS in cells in absence of CPT; Potency, µM (highest dose often 46.2 µM), inactives show at the highest dose activity change, negative = growth inhibition, hits mostly inhibitors; 420,000 tested, 15% active; AID 686978, 2013; DT40 Tdp1-/- hTDP1 cells, no CPT, ATP luminescence, 48 h; note: nearly all actives have a fitted effect of over 55% in size
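Compound effects on proliferation are scored in DT40 Tdp1-/-;hTDP1 cells in the absence of CPT. ATP levels (CellTiter-Glo luminescence) are recorded after a ≥48 hr, 37 °C incubation.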
KAT2A inh – GCN5L2 (KAT2A) acetyltransferase inhibition | 390,000 tested, 0.21% active | Potency, µM (doses to about 58.9 µM), without a hit: at the top dose activity change, negative = inhibition, most hits filed as inhibitors | GCN5L2 HAT assay, ThioGlo1 CoA-SH fluorescence
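ThioGlo1-coupled HAT assay: 20nM GCN5L2, 70uM acetyl-CoA, 75uM H3(1-25) peptide, pH 7.5. Fluorescence read at 340/540nm at start and after 20 min at room temperature.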
TDP1 block – TDP1 (human) enzyme inhibition; recombinant TDP1, AlphaScreen DNA substrate cleavage; Potency, µM (doses to about 130 µM), for the others: top-dose activity change, negative = inhibition, actives largely listed as inhibitors; 350,000 tested, 0.28% active; note: nearly all actives have a fitted effect of over 40% in size
Target sequence (Q9NUW8 whole entry, looked up): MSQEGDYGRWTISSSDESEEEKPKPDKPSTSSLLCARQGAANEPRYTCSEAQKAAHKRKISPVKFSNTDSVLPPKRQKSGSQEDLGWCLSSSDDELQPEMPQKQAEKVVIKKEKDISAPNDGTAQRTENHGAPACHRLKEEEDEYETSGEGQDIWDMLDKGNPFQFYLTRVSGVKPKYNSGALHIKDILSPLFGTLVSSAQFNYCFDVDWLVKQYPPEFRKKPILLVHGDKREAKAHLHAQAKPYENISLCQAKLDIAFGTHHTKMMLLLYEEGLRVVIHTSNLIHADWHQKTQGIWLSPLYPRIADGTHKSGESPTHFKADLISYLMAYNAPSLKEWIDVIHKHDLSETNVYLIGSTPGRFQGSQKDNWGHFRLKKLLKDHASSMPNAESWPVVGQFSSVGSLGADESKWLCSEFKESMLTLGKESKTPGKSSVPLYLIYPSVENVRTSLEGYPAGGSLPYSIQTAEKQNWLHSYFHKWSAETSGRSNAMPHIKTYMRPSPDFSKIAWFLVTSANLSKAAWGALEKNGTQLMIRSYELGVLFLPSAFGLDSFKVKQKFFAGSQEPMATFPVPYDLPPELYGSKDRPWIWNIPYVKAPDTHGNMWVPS
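Tdp1 1 nM final; 15 min RT w/ cpd; substrate 15 nM, 5 min; beads 10 ug/ml, 10 min; AlphaScreen read. Neg ctrl: no enzyme.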
* = called active by the depositor; ? = inconclusive; . = no result given; & = joins results of further samples; [ ] = another dose, or the depositor's remark. Calls come from the whole dose curve; as a rule, active = well fitted curve in the direction sought with a large enough effect; inconclusive = small, poorly fitted or top-dose-only effect, or another doubt; inactive = no such curve, though single readings can be large; an effect the other way counts as inactive or inconclusive. % is set by controls: 0 for no effect and ±100 for the full control effect; potency is the fitted concentration of half-maximal effect. These rows are one share of the data; rates above refer to the full screens.

SMILES	TDP1 cell noCPT	KAT2A inh	TDP1 block
COc1ccc(OC)c(/C=N/NC(=O)c2ccc3nc[nH]c3c2)c1	-13.7%	-13.3%	-2.4%
CCCn1c(-c2ccc(F)cc2)n[nH]c1=S	-6.5%	-3.6%	-8.3%
COc1nnc(-c2ccccc2)s1	-0.3%	0.7%	0.0%
O=C(COC(=O)c1ccccc1O)Nc1cc([N+](=O)[O-])ccc1Cl	27.3%	-1.4%	0.0%
COc1cccc(-c2cc(C(F)(F)F)n3nc(N)nc3n2)c1	?	-9.4%	4.5%
COc1ccc(NS(=O)(=O)c2cc(NC(=O)c3cccs3)ccc2N2CCCC2)cc1	20.6µM*	-12.7%	10.7%
OC(CCN1CCCCC1)(c1ccccc1)c1ccccc1	?	-0.1%	11.0%
CC(=O)c1ccc(S(=O)(=O)N(C)CC(=O)Nc2ccc(C)cc2)cc1	1.4%	1.6%	-0.2%
Cc1ccc(NC(=S)NCC(C)CSc2ccc(Cl)cc2)cc1 (stereo unspecified)	?	-3.6%	1.1%
COc1ccc(C(=O)Nc2nnc(Cc3ccc(OC)c(OC)c3)s2)c(OC)c1	?	-8.3%	.
O=C(c1cccnc1)N1CCN(Cc2ccccc2Br)CC1	-14.3%	-0.3%	-7.8%
O=C1SCCC1NS(=O)(=O)c1ccc([N+](=O)[O-])cc1 (stereo unspecified)	1.8%	-15.1%	.
O=C(Nc1ccc([N+](=O)[O-])cn1)C1CC2CCC1C2 (stereo unspecified)	-17.2%	-4.6%	0.0%
Cc1ccc(S(=O)(=O)Nc2ccc(NC(=O)/C=C/C(=O)O)cc2)cc1	-6.6%	-3.0%	5.5%
c1ccc(-c2n[nH]c3c2oc2ccccc23)cc1	.	1.5%	4.1%
COc1ccc(Br)cc1/C=N/NC(=O)c1ccc2nc[nH]c2c1	9.7%	-6.1%	2.6%
COc1ccnc(NCc2cccnc2)c1C#N	29.1µM*	-8.4%	3.9%
Cc1ccc(C)c(NC(=O)CSc2nc3c(c(=O)n2C)SC(C)C3)c1 (stereo unspecified)	?	-24.9%	0.0%
Cc1ccc(Oc2c(C(F)(F)F)oc3cc(OCC(=O)NC4CCCCC4)ccc3c2=O)cc1	?	-2.7%	.
C/C(=N\n1cnnc1)c1ccccc1	26.6%	-1.8%	5.0%
Cc1cc(C=C2C(=O)c3ccccc3C2=O)c(C)n1-c1ccccc1	?	1.6%	-2.0%
COc1ccc(C)c2sc(NC(=O)C3=COCCO3)nc12	.	-23.0%	8.7%
CCCCn1c2ccc(F)cc2c2nnc(NN)nc21	?	-4.2%	1.6%
O=C1Nc2ccccc2C1=Nc1ccc(Br)cc1	?	-8.6%	.
CCOc1ccccc1CNC(=O)CCC(=O)N1Cc2ccccc2Oc2ncccc21	?	-28.5%	2.4%

13 of the compounds above, with bars between the fields.
structure | TDP1 cell noCPT | KAT2A inh | TDP1 block
COc1ccc(OC)c(/C=N/NC(=O)c2ccc3nc[nH]c3c2)c1 | -13.7% | -13.3% | -2.4%
CCCn1c(-c2ccc(F)cc2)n[nH]c1=S | -6.5% | -3.6% | -8.3%
COc1nnc(-c2ccccc2)s1 | -0.3% | 0.7% | 0.0%
O=C(COC(=O)c1ccccc1O)Nc1cc([N+](=O)[O-])ccc1Cl | 27.3% | -1.4% | 0.0%
COc1cccc(-c2cc(C(F)(F)F)n3nc(N)nc3n2)c1 | ? | -9.4% | 4.5%
COc1ccc(NS(=O)(=O)c2cc(NC(=O)c3cccs3)ccc2N2CCCC2)cc1 | 20.6µM* | -12.7% | 10.7%
OC(CCN1CCCCC1)(c1ccccc1)c1ccccc1 | ? | -0.1% | 11.0%
CC(=O)c1ccc(S(=O)(=O)N(C)CC(=O)Nc2ccc(C)cc2)cc1 | 1.4% | 1.6% | -0.2%
Cc1ccc(NC(=S)NCC(C)CSc2ccc(Cl)cc2)cc1 (stereo unspecified) | ? | -3.6% | 1.1%
COc1ccc(C(=O)Nc2nnc(Cc3ccc(OC)c(OC)c3)s2)c(OC)c1 | ? | -8.3% | .
O=C(c1cccnc1)N1CCN(Cc2ccccc2Br)CC1 | -14.3% | -0.3% | -7.8%
O=C1SCCC1NS(=O)(=O)c1ccc([N+](=O)[O-])cc1 (stereo unspecified) | 1.8% | -15.1% | .
O=C(Nc1ccc([N+](=O)[O-])cn1)C1CC2CCC1C2 (stereo unspecified) | -17.2% | -4.6% | 0.0%

Remaining list, next part.
SMILES	TDP1 cell noCPT	KAT2A inh	TDP1 block
CCC1Oc2ccc(C)cc2N(CC(=O)NCCN2CCOCC2)C1=O (stereo unspecified)	8.1%	0.5%	2.7%
CCOc1ccc(N2C(=O)C(Cl)=C(Nc3ccccc3O)C2=O)cc1	12.6µM*	-15.0%	11.7%
Cc1cccc(CNC(=O)CCCN2C(=O)COc3ccc(C)cc32)c1	?	-7.8%	5.1%
CCCN(CC1CC1)c1nc(N)c2c(N)nc(OC)cc2c1C#N	23.1µM*	-3.5%	7.9%
Cc1ccnc(NC2OC(=O)c3ccccc32)c1 (stereo unspecified)	-4.9%	-0.6%	-4.5%
Cc1cccc(C(=O)O/N=C/c2c(N3CCOCC3)n(C)c3ccccc23)c1	.	-2.4%	5.9%
CSCC[C@H](N)C(=O)NC[C@H]1CC[C@H](C(=O)N[C@@H](Cc2ccccc2)C(=O)O)CC1	11.8%	0.5%	.
Cc1[nH]n(-c2cccc3ccccc23)c(=O)c1C=Nc1ccc2[nH]c(=O)[nH]c2c1	-14.1%	-6.5%	4.4%
C#CCOCCOCCOCCNc1nc(N2CCOCC2)nc(N2CCN(C(=O)Cn3cc(CCCN=C(N)N)nn3)CC2)n1	6.1%	-0.9%	3.9%
COCC(C)n1c(SCC(=O)Nc2nccs2)nc2ccccc2c1=O (stereo unspecified)	-27.3%	-2.3%	1.8%
COc1ccc(N=Cc2ccc(CNS(=O)(=O)c3ccc(Cl)cc3)o2)cc1	-16.2%	61.7%	-1.5%
Cc1ccc(CN2CCC(c3nc4ccc(Cl)cc4[nH]3)CC2)cc1	16.4µM*	-1.7%	2.1%
COC(=O)c1ccc(COc2ccc3c(c2)CCC3)o1	-15.7%	-3.2%	-1.4%
Cc1ccc(OCC(O)Cn2c(N3CCCCC3)nc3c2c(=O)[nH]c(=O)n3C)cc1 (stereo unspecified)	?	1.6%	.
O=C(Nc1ccc2snnc2c1)N1CCOCC1	-6.0%	-0.2%	1.0%
CCc1c(C)nc2c(OC)cccc2c1Cl	?	26.3%	3.7%
CCCCn1c(=O)c2c(c3ccccc31)OCC(=O)N2	.	2.9%	4.2%
CC1CCCCC1NC(=O)CSc1nnc(-c2ccncc2)n1CCCN(C)C (stereo unspecified)	-2.1%	3.2%	.
O=C(NC1CC1)c1ccc2c(c1)N(Cc1ccccc1)CCS2	-20.8%	-19.9%	4.7%
Cc1ccc(CNC(=O)CCS(=O)(=O)c2cc(Br)cc3c2N(C(=O)C2CC2)CC3)cc1	?	-7.0%	5.0%
N#C/C(=C\c1ccc(Cl)s1)C(=O)N1CCN(c2ccccc2)CC1	-4.8%	-8.4%	8.5%
CCOC(=O)c1cc(NC(=O)NCc2ccco2)c(C)nc1C	-12.0%	-9.1%	2.1%
O=S(=O)(Nc1ccc(-n2cnnn2)cc1)c1ccc(F)c(F)c1F	0.5%	-2.1%	-2.8%
COc1ccc(CCNC(=O)c2cn3ccc(C)cc3n2)cc1OC	16.4µM*	4.0%	-0.5%
Cc1csc(N(C(=O)Cc2ccccc2F)c2ccccc2)n1	23.1µM*	-6.8%	-2.3%
(further entries)
SMILES	TDP1 cell noCPT	KAT2A inh	TDP1 block
COc1ccc(N2CCN(C(=O)c3cn(C4CCCC4)c(=O)c4c3c3ccccc3n4C)CC2)cc1	16.4µM*	-6.6%[0.501 µM]	6.6%
Cc1ccc(C(=O)c2cn(Cc3ccccc3F)c3cc4c(cc3c2=O)OCCO4)cc1	?	-2.0%	9.2%
CC(C(=O)N1CCc2ccccc21)N1CCN(S(=O)(=O)c2cccc(C(F)(F)F)c2)CC1 (stereo unspecified)	13µM*	-2.1%	-0.1%
CCCn1ncc(CN2CCN(Cc3ccc(C)o3)C(CCO)C2)c1C (stereo unspecified)	-0.2%	2.2%	.
CCOc1ccc(NC(=O)Cn2cc(C(=O)CC)c3ccccc32)cc1	25.9µM*	6.5%	.
Cc1ccc(S[C@@H](CCN2CC[C@H](C)CCC2=O)c2ccccc2)cc1	16.4µM*	-24.8%	.
CC(Sc1nnc(-c2ccncc2)n1C)C(=O)Nc1ccc(N2CCOCC2)cc1 (stereo unspecified)	4.7%	-2.4%	2.8%
COc1ccc(-c2nc(S(=O)(=O)c3ccc(C)cc3)c(NCc3ccccc3)o2)cc1	16.4µM*	-4.2%	.
COCCN1C(=O)N[C@@H](c2cccc(C(F)(F)F)c2)C(C(=O)OC)=C1C	-17.4%	.	1.4%[12.3 µM]
CCCN(C(=O)Cn1ncc2c(=O)oc3ccccc3c21)c1cccc(C)c1	20.6µM*	-3.6%	4.7%&2.0%
CCCCN(CC)Cc1ccc(CNC(=S)Nc2cccc(F)c2)o1	23.1µM*	10.0%	4.6%
CSc1sc(-c2ccnc(=S)[nH]2)c(-c2ccccc2)c1C#N	0.6%	-6.0%	5.7%
CC(=O)Oc1ccc2cc(-c3ccccc3)c(=O)oc2c1	-21.8%	-7.9%	.
COc1cccc(N2CC(NC(=O)/C=C\c3ccc(OC)c(OC)c3)CC2=O)c1 (stereo unspecified)	-4.4%	-5.8%	0.0%
Cc1cc(C=O)c(C)n1-c1ccc(Oc2ccc([N+](=O)[O-])cn2)cc1	-6.9%	-2.6%	10.7%
CCC(C)/C=C/C1=CC2=C(Cl)C(=O)C3(C)OC(=O)C(C(=O)C(C)C(C)O)C3C2=CO1 (stereo unspecified)	18.4µM*	-0.5%	?
COc1ccc(S(=O)(=O)N2CCC(C(=O)N3CCC(C(N)=O)CC3)CC2)cc1Cl	-7.7%	5.9%	-1.2%
CSCCC(NC(=O)c1ccco1)C(=O)NCC(c1ccccc1)N(C)C (stereo unspecified)	2.1%	-2.4%	-0.3%
C=CCN(c1ccccc1)S(=O)(=O)c1cccc(C(=O)NNC(=O)c2ccccc2O)c1	?	3.5%	.
CC(C)CC(C(=O)N1CCc2ccccc2C1)N1C(=O)c2ccccc2C1=O (stereo unspecified)	?	-9.7%	0.0%
CC(C)CC1=NN2C(=N)/C(=C\c3coc4ccccc4c3=O)C(=O)N=C2S1	0.0%	-5.4%	1.2%
CC(C)n1c(SCC(=O)NC2CC2)nnc1C1CC1	8.7%	2.4%	4.0%
CCOc1ccc(NC(=O)NCc2cccn2Cc2ccccc2)cc1	-3.4%	-2.9%	1.9%
Cc1ccc(Cl)cc1NC(=O)CNC(=O)N1CC(=O)Nc2ccccc21	27.9%	0.0%	6.2%
Cc1ccc(NC2CCCN(C(=O)CCc3scnc3C)C2)cc1C (stereo unspecified)	-26.9%	-7.2%	6.7%
Continuation.
SMILES	TDP1 cell noCPT	KAT2A inh	TDP1 block
Cc1c(C(=O)N2CCN(S(=O)(=O)c3ccccc3)CC2)oc2ccccc12	?	-9.0%	-0.2%
COc1ccccc1CNC(=O)c1ccc(OCc2c(C)noc2C)c(OC)c1	-20.1%	.	2.0%
OC(C#CCN1CCOCC1)c1cccs1 (stereo unspecified)	-25.7%	-5.2%	5.2%
C#C[C@]1(O)CC[C@H]2[C@@H]3CCc4cc(OC5CCCC5)ccc4[C@H]3CC[C@@]21C	8.2µM*	-12.8%&-10.1%	6.4%&5.8%
CCOC(=O)c1c(NC(=O)COC(=O)CCOc2ccccc2C)sc(C(=O)NC)c1C	?	0.4%	.
Cc1cc(C)c2c(=O)cc(CSCC(=O)Nc3nnc(C)s3)[nH]c2c1	-9.3%	-9.9%	2.7%
CN1CCN(CC(=O)Nc2cc(N3CCOCC3)ccc2[N+](=O)[O-])CC1	-24.5%	-1.9%	-1.2%
S=C(NCc1ccco1)N1CCN(Cc2ccco2)CC1	3.9%	-2.2%	-5.0%
CN(C)C(CNc1ccc(C(F)(F)F)cn1)c1ccccc1 (stereo unspecified)	-22.2%	-5.7%	9.3%
CCCOc1ccc(C2=NNC(=O)CC2)cc1	6.5%	-4.7%	0.0%
CCOC(=O)c1cccc(NC(=O)COC)c1	-21.8%	-7.5%	4.6%
O=C(OCC#CCSc1nnc(-c2cccc3ccccc23)o1)c1cc2ccccc2o1	.	-5.0%&-1.0%	-2.5%
CCn1nc(NS(=O)(=O)c2ccc(C)cc2)c2cc3ccccc3nc21	19.4%	-4.6%	0.5%
O=C1CCC(=O)N1CC(O)COc1ccccc1 (stereo unspecified)	4.3%	-9.7%	0.0%
Cc1ccc(Cl)cc1NC(=O)CCn1c(=O)c2cccn2c2cccnc21	?	1.4%	7.7%
Cc1ccc(S(=O)(=O)N2C=CC(C(F)(F)F)=NCC2)cc1	-1.1%	-6.3%	1.4%
COC(=O)c1cscc1S(=O)(=O)Cc1ccccc1	?	-2.6%	.
